Source: PubChem (several laboratories)
RGS4 block: human RGS4 inhibition | HEK293 M3R/RGS4 inducible, Fluo-4 calcium flux; hits give high values; triggered by carbachol at its EC20 | actives 0.45% (n = 310,000) | P49798 | AID 463165 | B-score at 10 µM;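 active = B-score, a plate-corrected calcium signal, over three deviations above library mean, with baseline fluorescence within five deviations of library mean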;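 also: RGS4 expression induced by doxycycline in cells with stable M3 receptor; B-score is computed from the integrated fluorescence ratio over baseline after carbachol; higher B-score means a larger calcium signal and so more RGS4 inhibition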
Target sequence (P49798 whole entry, looked up): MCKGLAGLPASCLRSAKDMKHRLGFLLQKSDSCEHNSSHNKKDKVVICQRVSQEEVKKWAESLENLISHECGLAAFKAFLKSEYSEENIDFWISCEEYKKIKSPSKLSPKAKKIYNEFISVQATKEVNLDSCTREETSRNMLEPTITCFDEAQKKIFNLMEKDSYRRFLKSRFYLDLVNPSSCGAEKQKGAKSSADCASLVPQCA
TMEM16A act: activators or potentiators of mouse TMEM16A chloride channel; Q8BHY3; HEK293 TMEM16A/YFP-H148Q/I152L, iodide quench fluorescence; hits give low values; B-score at 10 µM; actives 0.3% (n = 340,000); AID 623877;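 active = fluorescence-ratio B-score plate-corrected deviation score at least 3 library SD below zero, with starting fluorescence score within 5 deviations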;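 also: channel opened by trigger with iodide after compound preincubation; score built on the fluorescence ratio of max minus min over baseline; more negative score means more quench and so TMEM16A activation or potentiation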
MrgX1 allo act: allosterically activates human MrgX1 receptor signaling; B-score at 10 µM; MrgX1-HEK293, Fluo-4 calcium flux, FDSS; hits give high values; actives 0.63% (n = 310,000);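 active = plate-corrected calcium response at least 3 library SD above typical, normal starting fluorescence, not activating the receptor alone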;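 also: compound read alongside a low EC10 to EC30 dose of BAM8-22 agonist; peak minus trough fluorescence over baseline measured at the second addition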
Target sequence (Q96LB2 whole entry, looked up): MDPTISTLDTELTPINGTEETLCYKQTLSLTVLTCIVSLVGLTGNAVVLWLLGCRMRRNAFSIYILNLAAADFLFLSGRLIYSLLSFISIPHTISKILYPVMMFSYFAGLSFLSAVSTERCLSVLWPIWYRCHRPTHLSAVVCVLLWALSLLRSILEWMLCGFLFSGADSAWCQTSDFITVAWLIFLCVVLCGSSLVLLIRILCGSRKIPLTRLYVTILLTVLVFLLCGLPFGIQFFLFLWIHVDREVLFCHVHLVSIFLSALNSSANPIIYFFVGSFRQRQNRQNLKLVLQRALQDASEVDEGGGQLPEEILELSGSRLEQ
HDAC3 inhib: blocks human histone deacetylase 3; O15379; AID 2718; actives 0.15% (n = 320,000); inhibition, % at 8.3 µM; recombinant HDAC3, fluorogenic peptide/trypsin coupled, fluorescence; in the data active = inhibition above about 26%, passing the limit was not always enough; inconclusive = no clear call, values can overlap the other calls
Target sequence (O15379 whole entry, looked up): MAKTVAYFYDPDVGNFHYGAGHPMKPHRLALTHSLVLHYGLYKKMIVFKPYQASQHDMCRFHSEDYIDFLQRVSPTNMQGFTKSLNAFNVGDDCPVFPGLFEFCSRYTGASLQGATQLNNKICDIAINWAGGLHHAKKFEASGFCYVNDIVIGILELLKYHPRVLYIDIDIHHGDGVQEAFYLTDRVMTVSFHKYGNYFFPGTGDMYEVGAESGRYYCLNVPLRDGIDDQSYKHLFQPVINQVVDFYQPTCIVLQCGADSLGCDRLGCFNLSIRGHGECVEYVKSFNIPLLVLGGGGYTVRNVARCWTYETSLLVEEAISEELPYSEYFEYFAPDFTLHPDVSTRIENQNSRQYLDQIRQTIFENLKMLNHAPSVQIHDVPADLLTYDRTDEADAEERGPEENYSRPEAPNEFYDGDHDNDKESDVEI
TRPC6 inh: mouse TRPC6 channel inhibition | Q61143 | HEK293-TRPC6, membrane potential dye, ACh-evoked depolarization; hits give low values | actives 1.1% (n = 310,000) | B-score at 10 µM | AID 2553;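 active = B-score under library mean minus 3 SD, initial fluorescence not abnormally high, positive integrated signal ratio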;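 also: B-score derived from integrated fluorescence ratio over the kinetic read; more negative B-score means stronger inhibition of depolarization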
TRPC6 activator: activates the mouse TRPC6 cation channel | HEK293-TRPC6 membrane potential dye fluorescence; hits give high values | actives 0.13% (n = 310,000) | B-score at 10 µM;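 active = B-score of the integrated fluorescence ratio above library mean plus 3 SD, and starting fluorescence ratio within library mean plus 5 SD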;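 also: higher score means more depolarization so channel activation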
RGS4 pot: potentiators or activators of RGS4 | actives 0.92% (n = 310,000) | HEK293 M3R/inducible RGS4, carbachol calcium flux Fluo4; hits give low values | B-score at 10 µM;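 active = B-score of the integrated calcium signal more than 4 SD below the library mean, with starting fluorescence not abnormally high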;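 also: negative B-score means reduced calcium response which marks RGS4 activation or potentiation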
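Material: M3R-expressing HEK293 line, RGS4 induced by doxycycline | Schedule: Overnight RGS4 induction, 30 min dye load 37 °C, 20 min compound RT | Measured by: Fluo4 fluorescence kinetic imaging of calcium | Read-out: Integrated calcium ratio converted to B score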
MrgX1 agonist: agonists of human MrgX1 receptor; Q96LB2; MrgX1-HEK293 cells, Fluo-4 calcium fluorescence, agonist mode; hits give high values; B-score at 10 µM; actives 0.44% (n = 310,000); AID 588627;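 active = calcium response B-score plate-corrected fluorescence ratio at least 3 library SD, with starting fluorescence B-score inside 5 SD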
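Test system: HEK293 cells stably expressing human MrgX1 receptor; Input: fifteen thousand cells per well; Dosing: compound delivered in addition one of three; Schedule: overnight seeding, then 1 h dark dye loading; Technique: Fluo-4 NW calcium fluorescence; Measure: B-scored fluorescence response ratio; Controls: positive and negative controls per plate.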
SKKanGAS inh: blocks kanamycin growth of S. pyogenes SKKanGAS strain | BacTiter-Glo, 6 h | inhibition, % at 7.5 µM | actives 1.3% (n = 300,000) | AID 1662;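 active = mean replicate score, as percent of positive control median, at least 50; inconclusive = mean below 50 but one replicate at or above 50; inactive = mean and every replicate below 50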;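 also: strain carries kanamycin resistance gene driven by streptokinase promoter and grows in 40 µg/ml kanamycin; loss of luminescence reflects streptokinase promoter inhibition or plain growth inhibition; 0% = median of DMSO wells and 100% = positive control at its reference dose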
MrgX1 antag: blocks BAM8-22 activation of human MrgX1 receptor | actives 1.3% (n = 310,000) | MRGX1-HEK293 calcium flux, Fluo-4, BAM8-22 antagonism; hits give low values | Q96LB2 | B-score at 10 µM;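 active = calcium-response B-score plate-corrected more than 3 library SD below zero, starting fluorescence within 5 deviations, no agonist response on first addition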;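 also: peak minus trough fluorescence over baseline after final BAM8-22 challenge near maximal dose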
TMEM16A inh: inhibitors of mouse TMEM16A calcium-activated chloride channel; HEK293 TMEM16A/YFP iodide influx fluorescence, ionomycin; normalized B-score (activity score, 25-100; higher = stronger inhibition) at 10 µM; actives 1.2% (n = 310,000); Q8BHY3;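 active = ratio plate-corrected score three or more library SD toward inhibition, starting fluorescence score within five deviations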;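 also: score derived from kinetic fluorescence span divided by baseline fluorescence per well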
* marks the source's active call; other numbers are inactive results; i = inactive; ? = inconclusive; . = not tested or not shown.

SMILES	RGS4 block	TMEM16A act	MrgX1 allo act	HDAC3 inhib	TRPC6 inh	TRPC6 activator	RGS4 pot	MrgX1 agonist	SKKanGAS inh	MrgX1 antag	TMEM16A inh
CCOCCCN1C(=O)CN(C2CCCCC2)C(=O)C1c1ccc(OC)c(OC)c1 (stereo not drawn)	i	i	i	0.7	i	i	i	i	2.7	i	i
CCC1(CC)Cc2ccccc2C(N)=C1C#N	i	-53.1*	15*	9.4	i	i	i	i	-18.8	i	i
CCCC(=O)Nc1cccc(S(=O)(=O)N(C)c2ccccc2)c1	i	i	i	-0.5	i	i	i	i	-3.8	i	i
Cc1cc(C)cc(CN2CCC(Oc3ccc(C(=O)N4CCCC4)cc3)CC2)c1	i	i	.	.	i	i	i	.	5.1	.	.
O=S(=O)(c1ccc(Oc2ccc3oc4ccccc4c3c2)nc1)N1CCCC1	i	i	i	1.0	i	i	i	i	2.1	i	i
Cc1cc(SCC#N)n2nc(C)c(-c3ccccc3)c2n1	i	i	i	6.1	i	i	i	i	-2.6	i	i
CCCc1c(C(=O)N/N=C/c2cccc(OCc3ccc(F)cc3)c2)nnn1-c1nonc1N	i	i	i	-1.8	i	i	i	i	5.3	i	i
Cc1ccc2nsnc2c1S(=O)(=O)N1CCN(Cc2ccc3c(c2)OCO3)CC1	i	i	i	0.8	i	i	i	i	-11.3	-7.49*	i
CCSc1nc2c(c(-c3ccc(C)o3)c1C#N)CCCC2	i	i	i	5.2	i	i	i	i	33.0	i	i
CC(C)C(OC(=O)c1nsc(Cl)c1Cl)C(=O)NCC1CCCO1 (stereo not drawn)	i	i	i	?	i	i	i	i	10.1	i	i
CCN(CC)C(=O)CC(c1ccc2c(c1)OCO2)c1c(OC)cc(OC)c2c(-c3ccccc3)cc(=O)oc12 (stereo not drawn)	i	i	i	5.9	i	i	i	i	28.2	i	i
CC(NCC(=O)Nc1cc(Cl)cc(Cl)c1)c1ccccc1 (stereo not drawn)	i	i	i	0.3	i	i	i	i	9.5	i	i
COc1ccc(N2CCN(C(=O)CN(Cc3ccccc3)S(C)(=O)=O)CC2)cc1	i	i	i	3.3	i	i	i	i	-2.3	i	i
CCCCSc1nnc(CCNC(=O)OC(C)(C)C)o1	i	i	i	0.5	i	i	i	i	-1.8	i	i
CC1=C(/C=C/C(C)=C/C=C/C(C)=C/C=C/C=C(C)/C=C/C=C(C)/C=C/C2=C(C)CCCC2(C)C)C(C)(C)CCC1	i	.	i	9.0	i	i	i	i	8.2	i	i
O=C(Nc1ccccc1C(F)(F)F)N1CCN(c2ccc3nncn3n2)CC1	i	i	i	-3.1	i	i	i	i	-1.7	i	i
CC(=O)Nc1ccc(NS(=O)(=O)c2cc(C)sc2C)cc1	i	i	i	-3.4	i	i	i	i	14.4	i	i
COc1cccc(C2CC(C(F)(F)F)n3ncc(C(=O)NC(C)(C)C)c3N2)c1 (stereo not drawn)	i	i	i	2.2	i	i	i	i	-17.0	i	i
CCOC(=O)N1CCN(c2nc(C)c3c(n2)CC(C)CC3=O)CC1 (stereo not drawn)	i	i	i	1.8	i	i	i	i	.	i	i
CC(=O)c1cccc(NC(=O)CN2C(=O)c3ccccc3C2=O)c1	i	i	i	9.5	i	i	i	i	-6.3	i	i
Cc1ccc(/C=C(\NC(=O)c2ccccc2)C(=O)N2CCCCC2)cc1	i	i	i	5.2	i	i	i	i	6.8	i	i
COc1ccc(C(=O)NCC(C)(C)CNC(=O)c2ccc(OC)cc2)cc1	i	i	i	-3.5	i	i	i	i	-1.6	i	i
CCn1c(SCC(=O)c2ccc3c(c2)OCCO3)nnc1-c1ccco1	i	i	i	11.5	i	i	i	i	5.4	i	i
COc1ccccc1NC(=O)COc1cccc(-n2cnnn2)c1	i	i	i	-0.2	i	i	i	i	0.4	i	i
COc1cc(NC(=O)c2cccs2)c(C(=O)OCC(=O)NCc2ccccc2)cc1OC	i	i	i	6.1	i	i	i	i	20.1	i	i
SMILES	RGS4 block	TMEM16A act	MrgX1 allo act	HDAC3 inhib	TRPC6 inh	TRPC6 activator	RGS4 pot	MrgX1 agonist	SKKanGAS inh	MrgX1 antag	TMEM16A inh
Cc1ccc(C(=O)N/C(=C\c2ccc(Br)cc2)c2nc(=S)[nH][nH]2)cc1	i	i	i	-2.2	i	i	i	i	24.6	i	i
Cc1nc2ccc(S(=O)(=O)Nc3cccc(-c4nc5cccnc5s4)c3)cc2s1	i	i	i	-12.9	i	i	i	i	23.6	i	i
COc1ccc(Cc2c(O)nc(SCC(=O)NC(C)(C)C)[nH]c2=O)cc1	i	i	i	-3.9	i	i	i	i	2.5	i	i
CCS(=O)(=O)NCCCc1ccccc1	i	i	i	2.6	i	i	i	i	-2.9	i	i
C=C(c1ccc(O)cc1)c1ccc(O)cc1	i	i	i	0.9	i	i	i	i	-0.5	i	100*
C#CCOCCOCCOCCNc1nc(N2CCN(C(=O)CCCCCCCCCCNC(=O)[C@@H](CCSC)n3cc(CCO)nn3)CC2)nc(N2CCN(C(=O)CCCCCCCCCCNC(=O)[C@H](CCCN=C(N)N)n3cc(C[C@@H](C)CC)nn3)CC2)n1	.	-26*	i	69.2*	.	.	.	i	.	i	100*
C=C(C)CNC(=S)NNC(=O)CCn1c2ccccc2c2ccccc21	i	i	i	2.4	i	i	i	i	-5.6	i	i
O=C1CNC(=S)N1CCCc1ccccc1	i	i	i	-6.3	i	i	i	i	-5.0	i	i
CCC(C)NC(=O)C1c2ccccc2C(=O)N1Cc1ccc(OC)cc1OC (stereo not drawn)	i	i	i	-3.8	i	i	i	i	-0.3	i	i
Cn1cc(S(=O)(=O)N2CCC(Cc3ccccc3)CC2)c(=O)n(C)c1=O	i	i	i	.	i	i	i	i	-0.5	i	i
COC(=O)c1c(C)oc2ccc(N(C(C)=O)S(=O)(=O)c3ccccc3)cc12	i	i	i	-1.8	i	i	i	i	4.2	i	i
CCOC(=O)C1CCN(C(=O)c2cc3ccc(OC)cc3[nH]2)CC1	i	i	i	-4.2	i	i	i	i	0.2	i	i
Oc1ccc(Br)cc1Cn1nnc2ccccc21	i	i	i	-4.1	i	i	i	i	21.8	i	i
Cc1cccc(N2C(=O)CC(Sc3nc(C)c4c(n3)CCCC4)C2=O)c1 (stereo not drawn)	i	i	i	-4.4	i	i	i	i	15.5	i	i
Cc1cc(=O)[nH]c2ccc(S(=O)(=O)NCc3ccccc3)cc12	i	i	i	-0.2	i	i	i	i	-9.4	i	i
Cc1cc(=O)oc2cc(NC(=S)NCc3cccnc3)ccc12	i	i	i	-5.7	i	i	i	i	-5.4	i	i
CC12CN3CCN(CC(C3)/C1=N/NC(=O)Nc1ccccc1)C2	i	i	i	-3.8	i	i	i	i	-4.9	i	i
CCCCCOC(=O)c1ccccc1C(=O)O	i	i	i	0.4	i	i	i	i	0.9	i	i
Cn1c(SCC(=O)N/N=C/C=C/c2ccco2)nc2ccccc21	i	i	i	8.9	i	i	i	i	-0.7	i	i
C=CCSc1nnc2n(CCc3ccccc3)c(=O)c3c4c(sc3n12)COC(C)(C)C4	i	i	i	6.0	i	i	i	i	4.5	i	i
O=C(NCCOC(=O)C1COc2ccccc2O1)C1COc2ccccc2O1 (stereo not drawn)	i	i	i	5.5	i	i	i	i	3.0	i	i
CC(=O)OCC(=O)Nc1ccc(N=Nc2ccccc2)cc1	i	i	i	4.0	i	i	i	i	-4.3	i	i
O=C(CN1C(=O)C2CCCCN2C(=O)c2ccccc21)N1CCCc2ccccc21 (stereo not drawn)	i	i	i	-3.4	i	i	i	i	-2.7	i	i
CSc1nc2nc3c(cc2c(=O)n1-c1ccccc1C)COC(C)(C)C3	i	i	i	1.6	i	i	i	i	1.0	i	i
Cc1cc2[nH]c(=O)c(=O)[nH]c2cc1S(=O)(=O)N1CCN(c2ccccc2F)CC1	i	i	i	1.5	i	i	i	i	-11.3	i	i
SMILES	RGS4 block	TMEM16A act	MrgX1 allo act	HDAC3 inhib	TRPC6 inh	TRPC6 activator	RGS4 pot	MrgX1 agonist	SKKanGAS inh	MrgX1 antag	TMEM16A inh
O=C(c1cc2c(=O)n3ccccc3nc2s1)N1CCN(Cc2ccc3c(c2)OCO3)CC1	i	i	i	1.9	i	i	i	i	2.1	i	i
CC1=C(C(=O)OC(C)C)C(c2ccc(Cl)cc2)n2c(s/c(=C\c3ccc(OCC(=O)O)cc3)c2=O)=N1 (stereo not drawn)	i	i	i	8.9	i	i	i	i	18.8	i	i
Cc1ccc2c(c1)N(CCC(=O)NC1CCCCC1)C(=O)CO2	i	i	i	1.3	i	i	i	i	-0.9	i	i
Cc1ccc(N2C(=O)C3C(C(=O)c4ccccc4)=NN(c4ccccc4)C3C2=O)cc1 (stereo not drawn)	i	i	i	.	i	i	i	i	38.8	i	i
O=S(=O)(c1ccccc1)c1nc(-c2ccco2)oc1NCc1ccco1	i	i	i	0.1	i	i	i	i	2.2	i	i
CCOc1cccc2cc(C(=O)NCc3ccc(F)cc3)c(=N)oc12	i	i	i	6.5	i	i	i	i	2.5	i	i
C#CCOC(=O)c1csc2nnsc12	i	i	i	-3.6	i	i	i	i	-1.3	i	i
CNc1nc(N)c([N+](=O)[O-])c(N2CCCCCC2)n1	i	i	i	2.8	i	i	i	i	4.2	i	i
O=S(=O)(Nc1ccc2[nH]ncc2c1)c1ccccc1Cl	i	i	i	-0.9	i	i	i	i	1.3	i	i
COc1ccc(NCCc2ccccn2)cc1	i	i	i	1.3	i	i	i	i	1.7	i	i
COc1ccc(CCNC(=O)c2cc(-c3ccccc3)c(N3CCOCC3)s2)cc1OC	i	i	i	7.7	i	i	i	i	4.8	i	i
Nn1c(SC/C=C/c2ccccc2)nnc1-c1ccccn1	i	i	i	3.7	i	i	i	i	-10.8	i	i
O=C(CN1CCCC1)Nc1ccc(Br)cc1	i	i	i	?	i	i	i	i	-9.8	i	i
Cc1ccc(N=Cc2c(O)c3ccccc3oc2=O)c(C)c1	i	i	i	-5.2	i	i	i	i	1.5	i	i
Cc1cc(C)nc(NC(C)(C)C(=O)O)n1	i	i	i	1.4	i	i	i	i	2.7	i	i
OCC[C@@H]1C[C@H](O)[C@@H](O)[C@@]2(OCCCc3ccccc32)O1	i	i	i	1.9	i	i	i	i	-2.9	i	i
CC(C)NC(=O)C(c1ccc(F)cc1)N(C(=O)CCC(=O)Nc1ccccn1)C1CCCC1 (stereo not drawn)	i	i	i	-3.7	i	i	i	i	2.9	i	i
O=C(O)CCCC(=O)N1CCCC1	i	i	i	-2.6	i	i	i	i	2.2	i	i
O=C(OCN1C(=O)c2ccccc2C1=O)c1cccc(OC(F)F)c1	i	i	i	6.5	i	i	i	i	-1.0	i	i

Not a hit list; about 6.7% have a hit in one of these screens.
